Source: PubChem BioAssay
Nrf2 ARE act – activators of Nrf2 (ARE) signaling | Potency, µM (top dose mostly 46.1 µM), for the others: at the highest dose activation, usual class: activators | 410,000 compounds, 0.31% hits | AID 624171 | AREc32 ARE-luciferase reporter (MCF7-derived line), luminescence, 24 h; also: potency is read from the fitted curve at half-maximal effect; % of control where 0% means no effect; nearly all actives have a fitted effect of over 65% in size
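AREc32 cells carrying an ARE-driven firefly luciferase, 1000 cells/well in OPTI-MEM with 5% FBS, dosed after overnight attachment and incubated 24 hr at 37 deg C. Steady-Glo luminescence read after 30 min at RT.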
HepG2 viability – HepG2 cytotoxicity, counter-screen for TGF-b inhibitors; HepG2 CAGA-GFP viability, ATP luminescence, 18 h; 410,000 compounds, 0.76% hits; Potency, µM (series often up to 46.1 µM), without a hit: top-dose activity change, negative = cytotoxicity, hits mostly cytotoxic; also: potency is read from the fitted curve at half-maximal effect; some results filed as inactive show a strong effect at the top dose
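HepG2 CAGA-GFP cells (1000/well, DMEM with 1% FBS) received compound, then TGF-beta at 500 pg/mL final, and were incubated 18 hours at 37 degrees C. Viability was read by CellTiter-Glo luminescence. Media-only wells were set as complete cell-killing and DMSO as no toxicity.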
Mm-Cpn inhibitor – blocks the Methanococcus maripaludis chaperonin Mm-Cpn | purified Mm-Cpn ATPase, ADP Transcreener TR-FRET | Potency, µM (doses to about 76.9 µM), inactives show at the highest dose activity, negative = inhibition, usual class: inhibitors | 330,000 compounds, 0.031% hits; also: potency is read from the fitted curve at half-maximal effect; % is scaled to controls: 0 for no effect and ±100 for the full control effect; nearly all actives have a fitted effect of over 80% in size
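Purified archaeal Mm-CPN (25nM final) preincubated 10 min at 37degC with compound, then 10uM ATP for 30 min at 37degC; ADP measured by HTRF Transcreener TR-FRET; buffer 30 mM TRIS pH 7.4, 100mM KCl, 5mM MgCl2, 1mM DTT.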
A549 tox – kills or reduces viability of A549 cells in Nrf2 counter-screen; A549 ARE-Fluc cells, CellTiter-Fluor viability, 18-24 h; Potency, µM (series often up to 46 µM), for inactives: top-dose activity change, negative = cytotoxicity, actives largely listed as inhibitors; 390,000 compounds, 0.16% hits; AID 504648; also: potency is read from the fitted curve at half-maximal effect; % is scaled to controls: 0 for no effect and ±100 for the full control effect
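A549 ARE-Fluc cells in 5% FBS OPTI-MEM, 5000 cells/well, rested 2 h then exposed to compounds in concentration-response for 18-24 h at 37 °C. Viability by CellTiter-Fluor fluorescence (Ex 405/Em 525) after 30 min; luciferase luminescence (BugLite, 15 min, RT) read afterwards.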
TGFb SMAD3 inh – TGF-b pathway inhibition | HepG2 CAGA-GFP TGF-b/SMAD3 reporter, GFP fluorescence, 18 h; TGF-beta stimulated, 500 pg/mL final | Potency, µM (top dose mostly 46.1 µM), for the others: at the top dose activity, negative = inhibition, most hits filed as inhibitors | 410,000 compounds, 1.2% hits | AID 588855; also: potency is read from the fitted curve at half-maximal effect; % is scaled to controls: 0 for no effect and ±100 for the full control effect; nearly all actives have a fitted effect of over 65% in size
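HEPG2 CAGA-GFP cells (1000/well, DMEM with 1% FBS) were pre-incubated 2 h at 37 degrees C, given compound by pin tool, then stimulated with TGF-beta at 500 pg/mL final for 18 h before per-cell GFP fluorescence imaging.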
Abeta yeast res – compounds reversing amyloid beta toxicity in yeast | yeast expressing A-beta42, growth rescue, OD600, 48 h; response scale: 0% DMSO, 100% iron-clioquinol control | 410,000 compounds, 0.063% hits | Potency, µM (series often up to 46.1 µM), without a hit: at the highest dose growth rescue, hits mostly activators; also: potency is read from the fitted curve at half-maximal effect; nearly all actives have a fitted effect of over 55% in size
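Yeast growth medium received pinned compounds, then yeast cells expressing toxic A-beta were added; plates incubated at 30 C for 48 hr. Growth read as absorbance at 600 nm, normalized to DMSO and equimolar FeCl3 plus clioquinol controls.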
Akt phos inh – blocks phosphorylation of Akt; Neuro2A IGF-stimulated pAkt S473 HTRF, 20 min; hits give low values; activity change, % for hits at 50 µM; 360,000 compounds, 0.32% hits; in the data active = activity change below about -80%; inconclusive = mostly about -51% to -80%; also: % is scaled to controls: 0 for no effect and ±100 for the full control effect
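Neuro2A cells (4,500/well, DMEM with 0.5% FBS) were treated with compound at a single 50 µM final concentration, stimulated with 6 nM IGF for 20 min at 37 °C, and lysed. Phospho-Akt Ser473 was read by HTRF as 665/615 ratio ×10^4.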
Nrf2 inh – blocks Nrf2 signaling; A549 ARE-Fluc reporter, luciferase luminescence, 18-24 h; 360,000 compounds, 2.1% hits; Potency, µM (titrated, usually from 46 µM), for the others: top-dose activity change, negative = inhibition, usual class: inhibitors; AID 504444; also: potency is read from the fitted curve at half-maximal effect; % is scaled to controls: 0 for no effect and ±100 for the full control effect; nearly all actives have a fitted effect of over 60% in size
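Two sequential reads on A549 ARE_Fluc cells exposed to compound for 18-24 h: a CellTiter-Fluor fluorescence read for viability, then a luciferase luminescence read for Nrf2/ARE activity.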
CCT chaperon mod – modulators of cytosolic chaperonin (CCT/TRiC) activity. purified chaperonin ATPase assay, HTRF ADP detection, 30 min. activity change, % (test concentration not listed), hits read low. 360,000 compounds, 0.3% hits; in the data active = activity change below about -30%; also: % is scaled to controls: 0 for no effect and ±100 for the full control effect
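TRiC at 40 or 20 nM final (batch-dependent) in 30 mM Tris pH 7.4, 100 mM KCl, 5 mM MgCl2, 1 mM DTT, with compound at single 76 uM and 10 uM ATP, 30 min at 37 deg C. ADP detected by HTRF Transcreener, 665/615 ratio.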
Starred values were filed as active, the others as inactive; i = inactive; ? = inconclusive; . = not tested or not shown. Unless noted, calls follow the shape of the dose curve; as a rule, active = well fitted curve in the direction sought with a large enough effect; inconclusive = small, poorly fitted or top-dose-only effect, or another doubt; inactive = no such curve, though single readings can be large; an effect the other way counts as inactive or inconclusive.

SMILES	Nrf2 ARE act	HepG2 viability	Mm-Cpn inhibitor	A549 tox	TGFb SMAD3 inh	Abeta yeast res	Akt phos inh	Nrf2 inh	CCT chaperon mod
O=[N+]([O-])c1ccc(S(=O)(=O)N2CCN(c3nc(-c4cccs4)nc4ccccc34)CC2)cc1	.	1%	.	4%	5%	.	.	?	.
NC(=O)Nc1cccc2ccccc12	0.7%	-18%	0%	0%	-10%	14%	i	1%	-1.4
CCOc1ccc(-c2nc(-c3ccccc3)no2)cc1OCC	0.2%	-9%	-5%	6%	?	-10%	i	?	-0.7
C[C@@H]1O[C@H](C2CCCCC2)Cc2[nH][nH]c(=O)c21	-0.6%	.	.	.	.	0%	i	.	0.5
CC(C)(C)N1C(=O)c2ccc(C(=O)Nc3cc(C(=O)O)cc(C(=O)O)c3)cc2C1=O	-0.6%	9%	-1%	-7%	23%	-2%	i	0%	-0.6
Cn1c(SCC(=O)N2CCCCC2)nc2c([nH]c3ccccc32)c1=O	-0.2%	0%	1%	-11%	3%	-19%	i	-24%	-1.0
Cc1cccc(N/N=C/c2ccncc2)c1	8.4%	-23%	2%	5%	-9%	-7%	i	?	-1.5
CC(C)NC(=O)[C@H]1N2C(=O)c3ccccc3C2SC1(C)C (stereo partly specified)	2.4%	-12%	1%	6%	7%	-9%	i	3%	-2.9
CCN(CC(=O)Nc1cc(Cl)ccc1C)C(=O)CC1CCCC1	-2.4%	-9%	2%	-12%	0%	?	i	-14%	-3.1
COc1ccccc1CNC(=O)COC(=O)c1ccccc1-c1ccccc1	-0.3%	-17%	0%	14%	-25%	13%	i	-1%	-1.1
COc1ccc(CNC(=O)COC(=O)/C=C/c2cccc(Cl)c2)cc1	1.8%	-8%	0%	1%	-9%	5%	i	-6%	0.0
COc1ccc2c(C)cc(=O)oc2c1	-0.7%	-2%	.	-1%	21%	-8%	i	-5%	1.0
CC1CCN(S(=O)(=O)c2ccc3c(c2)oc(=O)n3CC(=O)NC(C)c2ccccc2)CC1 (stereo unspecified)	-0.3%	-22%	.	-3%	?	-23%	.	?	.
CCN(C(=O)C1CCCN(c2nc(-c3ccc(OC)cc3)no2)C1)c1ccccc1F (stereo unspecified)	-0.2%	0%	0%	1%	-11%	16%	i	?	-1.0
O=C(NCc1ccncc1)c1ccc(NS(=O)(=O)c2cccc([N+](=O)[O-])c2)cc1	1.6%	6%	1%	-2%	-5%	3%	i	-9%	0.5
COc1ccccc1OCCC(=O)OCC(=O)Nc1ccc2c(c1)OCCO2	-0.1%	-8%	1%	2%	8%	10%	i	-4%	-3.8
Cc1ccc(NC(=O)COC(=O)Cc2csc(-c3cccc(F)c3)n2)cc1C	2.5%	-5%	-3%	1%	-6%	-12%	i	2%	0.9
Cc1ccc(-c2cc(NC(=O)C(C)Oc3ccc(C)c(C)c3)on2)cc1 (stereo unspecified)	5.4%	-29%	.	13%	?	-14%	.	4%	.
CCCOc1ccc(/C(O)=C2/C(=O)C(=O)N(CCCn3ccnc3)C2c2cccs2)cc1 (stereo unspecified)	-1.0%	-2%	1%	0%	-1%	-11%	i	14%	-1.9
COC(=O)c1ccc(C(=O)N2CCCC(CNC(=O)c3ccc(F)cc3)C2)cc1 (stereo unspecified)	0.9%	-1%	1%	-1%	-1%	6%	i	16%	-0.9
Cc1ccc(C(=O)OCC(=O)N2CCOCC2)cc1	0.5%	1%	-1%	2%	5%	-6%	i	4%	-0.1
COc1ccc(NS(=O)(=O)c2ccc(C(=O)Nc3c(C)n(C)n(-c4ccccc4)c3=O)cc2)cc1	1.4%	-7%	-4%	-4%	-3%	21%	i	-24%	-5.6
CCn1c(SCc2nc3scc(-c4ccccc4)c3c(=O)[nH]2)nnc1-c1cccs1	5.0%	-1%	-4%	-5%	?	4%	i	?	-1.0
Clc1ccc(Nc2ccc(NCc3ccccc3)nn2)cc1	6.3%	13%	0%	-6%	?	-7%	i	17%	2.5
CC(=O)Nc1cc(C(=O)NCc2ccccc2)ccc1Sc1ccc(C)cc1	4.0%	-1%	.	3%	0%	5%	.	.	.
CN(Cc1ccccc1)S(=O)(=O)c1cn(C)cn1	0.0%	7%	-4%	1%	22%	1%	i	-7%	-4.5
O=c1oc2ccccc2cc1-c1cn2cc(Cc3ccccc3F)sc2n1	6.2%	1%	.	-10%	16%	-9%	.	?	.
COc1ccc(CC(=O)NNC(=O)COc2ccc3ccccc3c2)cc1	-0.2%	17%	40µM*	-2%	-15%	2%	i	-15%	0.2
CN(C(=O)COC(=O)/C=C/c1ccccc1[N+](=O)[O-])c1ccccc1	?	14%	1%	5%	1%	12%	i	11%	-0.8
CCn1[nH]c(=O)c(=Nc2c(C)n(C)n(-c3ccccc3)c2=O)cc1-c1ccc(Cl)cc1	-0.8%	-38%	1%	-3%	0%	-1%	i	-4%	-3.2

By substructure: the compounds so far containing two or more sulfur atoms
SMILES	Nrf2 ARE act	HepG2 viability	Mm-Cpn inhibitor	A549 tox	TGFb SMAD3 inh	Abeta yeast res	Akt phos inh	Nrf2 inh	CCT chaperon mod
O=[N+]([O-])c1ccc(S(=O)(=O)N2CCN(c3nc(-c4cccs4)nc4ccccc34)CC2)cc1	.	1%	.	4%	5%	.	.	?	.
CCn1c(SCc2nc3scc(-c4ccccc4)c3c(=O)[nH]2)nnc1-c1cccs1	5.0%	-1%	-4%	-5%	?	4%	i	?	-1.0

(cont.)
SMILES	Nrf2 ARE act	HepG2 viability	Mm-Cpn inhibitor	A549 tox	TGFb SMAD3 inh	Abeta yeast res	Akt phos inh	Nrf2 inh	CCT chaperon mod
O=C(c1cccs1)N1CCN=C1SCc1ccc(Cl)cc1	-0.1%	-5%	2%	-3%	-12%	-22%	i	16%	0.6
CC(=O)c1c(C)oc2ccc(N(C(=O)Oc3ccccc3)S(=O)(=O)c3ccc(C(C)(C)C)cc3)cc12	0.3%	-12%	.	-2%	-22%	1%	.	?	.
O=c1c2c3c(sc2ncn1/N=C/c1ccc(Br)o1)CCCC3	3.8%	-25%	2%	0%	6%	13%	i	-20%	-0.4
Cc1cn2c(=O)cc(COC(=O)c3cccc(NC(=O)COc4ccccc4Cl)c3)nc2s1	-2.7%	2%	.	5%	14%	-2%	.	.	.
O=C1CCCN1CCCNCC(=O)N1c2ccccc2Sc2ccccc21	4.1%	-22%	1%	5%	6%	12%	i	5%	-3.0
NC(=O)c1oc2ccccc2c1NC(=O)Cc1ccccc1	-0.3%	-56%	-3%	2%	-3%	0%	i	-18%	-1.9
O=C(NCc1ccccc1Cl)C1CCC(CNc2nc(=S)[nH]c3ccccc23)CC1 (stereo unspecified)	0.4%	-18%	-2%	0%	-4%	-7%	i	4%	-3.1
NC(=O)C1CCN(C(=O)c2ccc(NC3=NC4CS(=O)(=O)CC4S3)cc2)CC1 (stereo unspecified)	-0.2%	-10%	-2%	5%	6%	18%	i	-8%	-1.4
CCOC(=O)c1c(C)[nH]c(C(=O)OCC(=O)NC(C)(C)C)c1C	3.1%	-15%	-1%	-10%	-4%	1%	i	18µM*	1.9
CC(C)CCNC(=O)c1cnc2sc(N3CCCCCC3)nn2c1=O	-0.4%	6%	.	-14%	0%	-30%	.	-16%	.
CC(C)(C)NC(=O)CSc1nc2ccc(NC(=O)CSc3nnc(N)s3)cc2s1	-0.8%	9%	2%	-5%	-17%	3%	i	21µM*	-2.2
Nn1c(SCc2nc3ccccn3c2Br)nnc1-c1cccnc1	?	-22%	-1%	11%	-7%	-9%	i	.	-0.1
Cc1[nH]c2c(Cl)cccc2c(=O)c1CN1CCCC1	-0.2%	-1%	0%	-1%	-2%	-7%	i	-2%	-1.8
COc1ccc(CNC(=O)c2ccc(-n3ccnc3)c3ccoc23)cc1OC	5.0%	6%	.	.	-7%	-13%	i	.	-3.2
O=C(CN1C(=O)C2(SCC(=O)N2c2cccc(Cl)c2)c2ccccc21)NC1CCCCC1 (stereo unspecified)	0.3%	-1%	.	-18%	-4%	1%	.	-7%	.
COc1ccccc1N(C)S(=O)(=O)c1ccc(C(=O)NC2=NCCS2)cc1	0.2%	-3%	0%	-6%	0%	10%	i	-4%	-0.8
COc1ccc(Br)cc1CN(C)C(C)C(=O)Nc1cc([N+](=O)[O-])ccc1OC (stereo unspecified)	8.5%	-3%	-2%	0%	-20%	17%	i	?	-1.6
COc1ccc(NS(=O)(=O)c2cccs2)c(OC)c1	-0.5%	2%	1%	-1%	?	31%	i	17%	-1.8
CC(C)(C)N(Cc1ccccc1)C(=O)c1ccc(Br)o1	-0.3%	13%	-1%	-4%	7%	10%	i	-16%	-4.6
CCN(C(=O)c1cc2c(=O)n(CC)c3ccccc3c2s1)c1cccc(C(F)(F)F)c1	0.6%	-19%	.	0%	-20%	-7%	.	-3%	.
O=C(COc1ccc(Br)cc1Cl)NC(=S)N1CCc2ccccc21	9.1%	-12%	-4%	-3%	?	17%	i	?	2.4
CCCOc1ccc(-c2c(C(=O)N/N=C/C3CCCCC3)nnn2-c2nonc2N)cc1	0.0%	-9%	-3%	-8%	-25%	-5%	.	2%	-1.2
O=C(NCC(c1ccco1)N1CCOCC1)c1cccc(Cl)c1 (stereo unspecified)	4.0%	5%	0%	-2%	-4%	4%	i	9%	1.0
COc1ccc(CCNC(=O)C2CC3Cn4c(nc5cc6ccccc6cc54)C3N2C)cc1 (stereo unspecified)	3.0%	-10%	0%	-1%	-29%	3%	i	-6%	-1.7

Hits appear at their usual frequency; overall some 4.3% were active at least once.
